# ROCK2 inh: blocks human Rho kinase 2 activity. AID 604. O75116. inhibition, % at 6 µM. 60,000 tested, 0.35% active. purified ROCK2, Kinase-Glo ATP depletion luminescence;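 active = inhibition above the screen-wide mean inhibition plus 3 SD, cut at about 18% in these data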;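 note: plate controls were DMSO wells for no effect and Y-27632 control wells after no-enzyme background subtraction for full effect; many of its hits are not listed in these tables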
# Target sequence (O75116 whole entry, looked up): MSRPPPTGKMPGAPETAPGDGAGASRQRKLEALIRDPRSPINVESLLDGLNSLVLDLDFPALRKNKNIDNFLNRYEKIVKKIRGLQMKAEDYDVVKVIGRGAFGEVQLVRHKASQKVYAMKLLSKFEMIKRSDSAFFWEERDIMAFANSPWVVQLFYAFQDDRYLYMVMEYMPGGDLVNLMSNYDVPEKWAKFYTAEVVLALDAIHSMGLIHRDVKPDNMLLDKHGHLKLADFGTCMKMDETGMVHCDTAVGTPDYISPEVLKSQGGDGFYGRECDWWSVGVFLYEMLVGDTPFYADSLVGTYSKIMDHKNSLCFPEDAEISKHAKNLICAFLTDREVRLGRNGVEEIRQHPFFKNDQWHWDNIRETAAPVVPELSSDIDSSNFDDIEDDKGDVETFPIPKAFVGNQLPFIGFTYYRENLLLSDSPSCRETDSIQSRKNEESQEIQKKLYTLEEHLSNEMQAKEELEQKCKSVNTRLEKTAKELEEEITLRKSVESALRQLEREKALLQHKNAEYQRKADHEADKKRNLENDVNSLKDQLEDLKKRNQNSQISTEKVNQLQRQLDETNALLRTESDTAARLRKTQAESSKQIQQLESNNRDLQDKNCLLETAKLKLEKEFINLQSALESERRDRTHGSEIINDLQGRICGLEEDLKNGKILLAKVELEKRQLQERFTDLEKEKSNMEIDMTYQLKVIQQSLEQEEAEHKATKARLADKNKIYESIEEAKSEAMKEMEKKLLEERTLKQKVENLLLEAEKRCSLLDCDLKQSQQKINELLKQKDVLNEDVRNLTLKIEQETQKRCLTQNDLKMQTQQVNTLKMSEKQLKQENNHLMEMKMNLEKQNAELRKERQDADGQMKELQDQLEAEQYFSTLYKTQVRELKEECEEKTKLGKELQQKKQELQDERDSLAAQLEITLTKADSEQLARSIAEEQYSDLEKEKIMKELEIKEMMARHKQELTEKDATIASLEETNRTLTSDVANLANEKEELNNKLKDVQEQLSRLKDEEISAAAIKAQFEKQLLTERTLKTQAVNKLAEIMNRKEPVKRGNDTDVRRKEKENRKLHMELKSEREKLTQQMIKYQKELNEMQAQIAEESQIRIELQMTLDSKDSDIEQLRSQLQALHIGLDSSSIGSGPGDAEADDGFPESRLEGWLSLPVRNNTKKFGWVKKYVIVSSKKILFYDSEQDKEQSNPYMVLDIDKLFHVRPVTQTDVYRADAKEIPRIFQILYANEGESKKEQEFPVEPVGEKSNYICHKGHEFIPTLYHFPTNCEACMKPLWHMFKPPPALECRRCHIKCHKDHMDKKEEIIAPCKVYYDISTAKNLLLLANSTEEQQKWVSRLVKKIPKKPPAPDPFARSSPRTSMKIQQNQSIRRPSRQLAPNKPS
# PKA inh: inhibitors of human protein kinase A; P17612; AID 524; 65,000 tested, 0.1% active; PKA Kemptide phosphorylation, Kinase-Glo ATP luminescence; inhibition, % at 6 µM;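 active = inhibition above the screen-wide mean inhibition plus 3 SD, cut at about 21% in these data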; note: many of its hits are not listed in these tables
# Her2 expr inh: Her2 kinase expression inhibition. 65,000 tested, 0.69% active. P04626. HER2 level % of control, % at 10 µM. AID 645. SKBR-3 HER2 protein level, AlphaScreen, 18-24 h; stronger effect = lower value;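 active = HER2 level under 5% of the carrier-only control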;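 note: 100% = DMSO carrier and 0% = 500 nM PU-H71 HSP90 inhibitor; lower value means stronger loss of Her2 protein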
# Active calls of the source: *; nt = no result given. The list is partial (hit frequency here may not be typical).
SMILES,ROCK2 inh,PKA inh,Her2 expr inh
NC(=O)c1ccc(-c2ncc(-c3ccccc3)o2)cc1,nt,nt,104
O=S(=O)(O)C1CCNCC1,nt,nt,103
O=c1oc2ccccc2cc1-c1nc2ccccc2o1,nt,nt,58
NC(=O)c1cnccn1,nt,nt,96
CCOC(=O)C(/C(N)=N/C(=O)Nc1ccccc1)=C(\C)O,nt,nt,112
COc1cc(OC)cc(C(=O)Nc2ccc(-c3nc4ccccc4o3)c(O)c2)c1,nt,nt,96
Cc1ccc(-c2ccc(=O)[nH]n2)cc1,nt,nt,97
COc1ccc2c(c1)-c1nc(NC(=O)c3ccco3)sc1CC2,nt,nt,64
NCCc1cnc[nH]1,nt,nt,117
C#C[C@]1(O)CC[C@H]2[C@@H]3CCc4cc(O)ccc4[C@H]3CC[C@@]21C,nt,nt,96
O=C1CN(/N=C/c2ccc([N+](=O)[O-])o2)C(=O)N1,nt,nt,107
O=c1[nH]cnc2[nH]ncc12,nt,nt,109

# Among those listed so far, these have an aryl methoxy group:
SMILES,ROCK2 inh,PKA inh,Her2 expr inh
COc1cc(OC)cc(C(=O)Nc2ccc(-c3nc4ccccc4o3)c(O)c2)c1,nt,nt,96
COc1ccc2c(c1)-c1nc(NC(=O)c3ccco3)sc1CC2,nt,nt,64

# Next entries follow:
SMILES,ROCK2 inh,PKA inh,Her2 expr inh
CCCCCn1c(=O)[nH]c2c(c1=O)CCC2,nt,nt,125
O=c1cnn([C@@H]2O[C@H](CO)[C@@H](O)[C@H]2O)c(=O)[nH]1,nt,nt,111
O=C(O)C1CCNCC1,nt,nt,125
CCCCCC(=O)Nc1ccc(S(=O)(=O)Nc2nccnc2OC)cc1,nt,nt,90
C=CCN(CC=C)CC(O)Cn1c2ccccc2c2ccccc21 (stereo unspecified),nt,nt,98
c1ccc(SSc2ccccc2)cc1,nt,nt,107
c1ccc(Cc2nnc3sc(C4COc5ccccc5O4)nn23)cc1 (stereo unspecified),0,1,nt
O=c1cc(N2CCc3ccccc32)[nH]c(=O)n1-c1ccccc1,nt,11,87
CCCCCn1c(CNC(=O)c2cccs2)nc2ccccc21,nt,0,98
COc1cccc(-n2c(SCC(=O)N3CCOCC3)nc3c([nH]c4ccccc43)c2=O)c1,nt,-4,274
Cc1cc(NC(=O)NC2(C(F)(F)F)Oc3ccc(Cl)cc3O2)no1 (stereo unspecified),nt,3,138
COc1ccccc1OCC(O)Cn1c(=N)n(Cc2ccccc2)c2ccccc21 (stereo unspecified),nt,9,49

# The list goes on; it opens with the 5 that closed the last part.
SMILES,ROCK2 inh,PKA inh,Her2 expr inh
O=c1cc(N2CCc3ccccc32)[nH]c(=O)n1-c1ccccc1,nt,11,87
CCCCCn1c(CNC(=O)c2cccs2)nc2ccccc21,nt,0,98
COc1cccc(-n2c(SCC(=O)N3CCOCC3)nc3c([nH]c4ccccc43)c2=O)c1,nt,-4,274
Cc1cc(NC(=O)NC2(C(F)(F)F)Oc3ccc(Cl)cc3O2)no1 (stereo unspecified),nt,3,138
COc1ccccc1OCC(O)Cn1c(=N)n(Cc2ccccc2)c2ccccc21 (stereo unspecified),nt,9,49
O=C1CC(C(=O)Nc2nccs2)C(c2ccccc2)O1 (stereo unspecified),nt,-2,44
CCOc1ccc(-n2c(SCC(=O)NCc3ccco3)nc3c([nH]c4ccccc43)c2=O)cc1,nt,5,58
O=C(CS(=O)(=O)c1cn(Cc2ccccc2Cl)c2ccccc12)N1CCOCC1,nt,6,117
Cn1c(CN2CCC(C(N)=O)CC2)c(C#N)c2ccccc21,nt,4,89
CC(C)Sc1oc(-c2ccco2)nc1S(=O)(=O)c1ccccc1,nt,1,209
O=c1cc(Nc2ccc3c(c2)OCCO3)[nH]c(=O)n1-c1ccc(Br)cc1,nt,-4,88
O=C(CCn1c(=O)sc2ccccc21)NCc1cccs1,nt,-5,98
COC(=O)CNC(=O)c1ccc2c(c1)S(=O)(=O)c1ccccc1C2=O,nt,-8,77
CCOC(=O)N1CCN(C(=O)c2ccc(-n3c(=S)[nH]c4ccccc4c3=O)cc2)CC1,nt,6,103
CCOC(=O)c1c2n(c3ccc(O)cc13)CCC2,nt,-4,126
O=C(CSC1=NCCS1)N1CCN(c2ccccc2)CC1,nt,-3,120
CSc1oc(-c2ccc(F)cc2)nc1S(=O)(=O)c1ccccc1,nt,-6,97
Cc1ccc(-c2noc(CN(C(=O)CCCN3C(=O)c4ccccc4C3=O)C(C)C)n2)cc1,-3,-6,62
Cc1cc(C)c2c3c(sc2n1)C1(CCSCC1)C(C#N)=C(N)O3,7,4,61
CCCCn1c(N)c(N(CCC(C)C)C(=O)COC(=O)c2ccco2)c(=O)[nH]c1=O,-4,-3,125
Cc1nnc(SCC(=O)N2CCC(Cc3ccccc3)CC2)n(N)c1=O,4,3,108
O=C(NCCCc1ccccc1)c1cnc2n(c1=O)CCS2,2,5,82
Cc1cc2cc(CNC(=O)c3ccc4c(c3)OCO4)ccc2n1C,0,5,86
C1=CC2CC1CC2CNCc1ccco1 (stereo unspecified),5,11,93
COc1ccc(S(=O)(=O)N2CCC(O)(c3ccc4c(c3)OCO4)CC2)cc1,3,7,111
Cc1onc(-c2ccccc2)c1C(=O)Nc1cccc(OC(C)C)c1,11,5,112
Cn1c(CCCNC(=O)c2cccs2)nc2ccccc21,-2,4,182
O=C(NC1CCN(C(=O)N2CCOCC2)CC1)c1ccccc1,0,-3,115
c1ccc(Cn2nnc3c(NCC4CCCO4)ncnc32)cc1 (stereo unspecified),-2,-3,89

# Compound profiles, from the list above.
# Cn1c(CCCNC(=O)c2cccs2)nc2ccccc21 is listed as ROCK2 inh = -2; PKA inh = 4; Her2 expr inh = 182
# Cc1onc(-c2ccccc2)c1C(=O)Nc1cccc(OC(C)C)c1 is listed as ROCK2 inh = 11; PKA inh = 5; Her2 expr inh = 112
# CCCCn1c(N)c(N(CCC(C)C)C(=O)COC(=O)c2ccco2)c(=O)[nH]c1=O is listed as ROCK2 inh = -4; PKA inh = -3; Her2 expr inh = 125

# Next part
SMILES,ROCK2 inh,PKA inh,Her2 expr inh
O=C1CC(N2CCN(C3CC(=O)N(CCc4ccccc4)C3=O)CC2)C(=O)N1CCc1ccccc1 (stereo unspecified),0,-6,105
Cn1c(=O)c2c(nc(CN3CCOCC3)n2Cc2ccccc2)n(C)c1=O,0,5,76
O=c1c2ccccc2nc2sc3ccccc3n12,7,6,88
Cc1cc(NC(=O)CCCOc2ccc(Cl)cc2Cl)no1,-1,0,74
COc1ccc(-c2cc(C(F)(F)F)nc(SCCC(=O)N3CCN4CCCC4C3)n2)cc1 (stereo unspecified),8,0,74
COc1cc(NC(=O)c2ccc(-c3ccc(Br)cc3)o2)ccc1NC(=O)C(C)C,5,10,73
Cn1c(NCc2c[nH]c3ccccc23)nc2ccccc21,1,7,88
CC(=O)c1n[nH]nc1Nc1nc(C)cc(C)n1,0,-1,85
COc1cc2c(cc1OC)C1=C(C#N)CCC(=O)N1CC2,6,5,78
COc1cc(OC)nc(NC(=O)CS(=O)(=O)c2ccccc2)n1,-3,-3,94
Cn1c(=O)c2c(nc(CN3CCc4ccccc4C3)n2Cc2ccccc2)n(C)c1=O,4,7,84
NC(=O)C1(N2CCCCC2)CCN(C(=O)CSc2nc3ccccc3[nH]2)CC1,8,11,99

# Ordered by molar mass (highest first): some entries from above
SMILES,ROCK2 inh,PKA inh,Her2 expr inh
COc1cc(NC(=O)c2ccc(-c3ccc(Br)cc3)o2)ccc1NC(=O)C(C)C,5,10,73
COc1cccc(-n2c(SCC(=O)N3CCOCC3)nc3c([nH]c4ccccc43)c2=O)c1,nt,-4,274
COc1ccccc1OCC(O)Cn1c(=N)n(Cc2ccccc2)c2ccccc21 (stereo unspecified),nt,9,49
CCOC(=O)c1c2n(c3ccc(O)cc13)CCC2,nt,-4,126

# Going on with the list:
SMILES,ROCK2 inh,PKA inh,Her2 expr inh
O=C(CCn1c(=O)oc2ccccc21)N(Cc1ccccc1)c1ccccn1,8,7,86
CCCOC(=O)C1[C@H]2C(=O)N(Cc3ccco3)C[C@]23C=C[C@H]1O3 (stereo partly specified),-1,3,126
O=C(CSc1nnc(COc2ccccc2)o1)N1CCN(c2ccccc2)CC1,6,7,92
Cc1cc(-n2c(C)cc(C(=O)CN3C(=O)NC4(CCCCC4)C3=O)c2C)no1,3,9,85
O=C(CCn1c(=O)sc2ccccc21)NCCC1=CCCCC1,2,-2,81
Fc1ccc2c(c1)[C@H]1OCC[C@H]1[C@@H](c1ccco1)N2,6,2,106
O=C(O)CN(c1ccc(F)cc1)S(=O)(=O)c1ccc2c(c1)OCCO2,1,-1,80
Cc1onc(-c2ccccc2Cl)c1C(=O)OCn1nnc2ccccc2c1=O,2,-1,109
O=C(Oc1nsnc1N1CCCCC1)N1CCOCC1,1,7,96
COc1cccc(C2C(C(=O)c3cccs3)=C(O)C(=O)N2c2cc(C)on2)c1 (stereo unspecified),9,5,107
CC(NC(=O)c1cccs1)C(c1cccs1)N1CCOCC1 (stereo unspecified),4,9,101
Cc1cnc(C)c(N2CCC(C(=O)NCc3cccs3)CC2)n1,4,8,91
O=C(O)CCC(=O)Nc1ccc(C(=O)OC2CCCCC2)cc1,3,-1,66
CCCn1c2c(c(O)c(C(=O)Nc3ccccn3)c1=O)CCCC2,4,12,74
O=C(CSc1nnc(CNc2ccccc2)o1)N1CCN(C(=O)c2ccco2)CC1,0,2,89
CS(=O)(=O)N1CCc2cc(S(=O)(=O)Nc3ccc4c(c3)OCCO4)ccc21,7,7,90
Cc1[nH]nc2c1C(c1cccnc1)N(c1ccc(Br)cc1)C2=O (stereo unspecified),-5,-2,92
CC(C)CN(C(=O)COC(=O)Cc1c[nH]c2ccccc12)C1CCS(=O)(=O)C1 (stereo unspecified),4,7,96
CC1CCCCC12NC(=O)N(CC(=O)NCCc1ccccn1)C2=O (stereo unspecified),-4,-4,138
Cc1ccc2nc3sc(C(=O)N4CCOCC4)c(N)c3cc2c1,4,7,109
Cc1ccc(Cn2nnc3c(=O)n(CC(=O)N4CCCc5ccccc54)cnc32)cc1,4,6,91
CCOC(=O)N1CCN(C(c2ccccc2)c2sc3nc(C)nn3c2O)CC1 (stereo unspecified),3,4,89
CC1Cc2nc(SCC(=O)Nc3ccc4c(c3)OCCO4)n(C)c(=O)c2S1 (stereo unspecified),3,5,104
COc1ccc(C(O)Cc2nc3ccccc3n2C)cc1OC (stereo unspecified),2,1,91
CCOc1ccccc1-n1cnc2cc(C(=O)NCc3ccco3)ccc21,4,5,82
O=C(CN1C(=O)c2ccccc2S1(=O)=O)Nc1cccnc1,0,-1,72
COc1ccc(Cl)cc1-c1nc(-c2ccc(NC(=O)c3ccncc3)cc2)no1,4,0,51
CC1Cn2c(nnc2-c2cccs2)S1 (stereo unspecified),6,1,89
COc1ccc(NC(=O)C2CC(=O)N(C(C)C)C2)cc1 (stereo unspecified),6,6,119
O=C(CN1CCC(n2nnc3cc(F)ccc32)CC1)Nc1ccccc1N1CCOCC1,-7,3,100
O=C(OCn1nnc2ccccc2c1=O)c1ccc(Br)o1,5,8,88
Cn1c(SCc2nnc(-c3ccc(F)cc3)o2)nnc1C1COc2ccccc2O1 (stereo unspecified),4,14,81
